Compound activity (PubChem)
Avidin bead fluor: green autofluorescence of compounds with avidin beads – biophysical, 488/530 nm, flow cytometry, artefact control, profiling panel; compound fluorescence 488/530 nm; hits give high values; AID 1775, 2009; fluorescence (KMESF) at 10 µM; 220,000 tested, 0.38% active; in the data active means fluorescence above about 47; further: inactives centre near 10
Cdc42 wt GTP: modulators of GTP binding to wildtype Cdc42, primary screen, biochemical, multiplex bead flow cytometry, Bodipy-GTP; GST-Cdc42 beads; actives lie on both sides; AID 761, 2007; 190,000 tested, 0.2% active; percent activity (GTP binding), % at 10 µM; Cell division control protein 42 homolog (Homo sapiens), P60953;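 active means percent activity GTP binding at least 20 points away from the 100% baseline, either down as inhibitor or up as activator; inconclusive means compound flagged as likely green fluorescent from well-wide comparison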;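 further: median bead fluorescence of bound Bodipy-FL-GTP at 100 nM; 0% = excess unlabeled GTP control and 100% = no compound control; below 100% means less GTP binding so inhibitor and above means activator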
Target sequence (P60953 whole entry, looked up): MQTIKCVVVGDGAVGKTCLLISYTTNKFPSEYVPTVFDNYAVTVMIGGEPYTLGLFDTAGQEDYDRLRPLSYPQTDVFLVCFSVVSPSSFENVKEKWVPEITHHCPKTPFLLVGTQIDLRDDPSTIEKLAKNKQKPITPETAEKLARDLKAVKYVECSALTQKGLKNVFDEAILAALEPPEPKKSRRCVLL
Mcl-1 Bim block: inhibitors of Bim peptide binding to Mcl-1, primary screen, biochemical, bead-based flow cytometry, multiplex. Induced myeloid leukemia cell differentiation protein Mcl-1 (Homo sapiens), Q07820. Bim peptide-Mcl-1 binding. inhibition, % at 10 µM. 190,000 tested, 0.1% active; in the data active means inhibition above about 40%;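 further: 0% = no compound tracer wells and 100% = peptide blocker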
Target sequence (Q07820 whole entry, looked up): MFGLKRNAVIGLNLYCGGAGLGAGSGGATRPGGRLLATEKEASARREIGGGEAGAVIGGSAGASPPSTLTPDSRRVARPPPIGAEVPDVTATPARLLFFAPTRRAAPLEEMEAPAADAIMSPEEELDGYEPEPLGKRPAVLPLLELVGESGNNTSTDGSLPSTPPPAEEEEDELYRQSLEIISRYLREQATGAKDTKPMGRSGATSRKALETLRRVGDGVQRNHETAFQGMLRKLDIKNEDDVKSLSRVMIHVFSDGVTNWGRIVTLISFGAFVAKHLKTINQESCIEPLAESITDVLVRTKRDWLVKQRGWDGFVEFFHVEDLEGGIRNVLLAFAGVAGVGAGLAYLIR
Rac1 act GTP bind: GTP binding modulators of activated mutant Rac1, primary screen, biochemical, bead-based flow cytometry, multiplex, fluorescent GTP; GST-Rac1 activated beads; actives lie on both sides; 100% means binding = to untreated wells; percent activity (GTP binding), % at 10 µM; 190,000 tested, 0.11% active; AID 764, 2007;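 active means GTP binding at least 20 percentage points away from the 100% baseline, in either direction, so actives lie on both sides; inconclusive means Compound likely fluorescent itself, or too few beads counted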
Mcl1-Noxa inh: Mcl-1/Noxa binding inhibitors, primary screen, biochemical, TR-FRET, 1536-well; Induced myeloid leukemia cell differentiation protein Mcl-1 (Homo sapiens), Q07820; TR-FRET Mcl-1/Noxa peptide binding, 2 h; inhibition, % at 21.7 µM; 220,000 tested, 1.5% active;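 active means compounds that cut the protein-peptide binding signal by more than 50% relative to plate controls in a single-dose test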;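 further: His-tagged Mcl-1 with rhodamine Noxa BH3 peptide and terbium anti-His antibody; 0% = Mcl-1 plus Noxa peptide wells and 100% = peptide-only wells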
Rab7 wt GTP bind: modulators of GTP binding to Rab7, primary screen, biochemical, wildtype, multiplex bead flow cytometry. 190,000 tested, 0.055% active. Rab7 GTPase wild type (dog), Bodipy-FL-GTP binding. GTP binding activity (percent of control), % at 10 µM. GST-Rab7 beads, fluorescent GTP binding; actives lie on both sides; untreated = 100%, excess cold GTP = 0%. AID 758, 2007;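 active means fluorescent GTP binding to Rab7 beads changed by at least 20 points from the 100% baseline, either direction, mostly lower; inconclusive means compound itself probably fluorescent, or too few beads counted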;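 further: median green fluorescence of bound Bodipy-FL-GTP per Rab7 bead population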
Rab2A wt mod: modulators of GTP binding to Rab2A wildtype, primary screen, biochemical, dog, bead-based flow cytometry, multiplex. 190,000 tested, 0.19% active. Ras-related protein Rab-2A (Canis lupus familiaris), P61105. AID 760, 2007. GTP binding activity, % at 10 µM. GST-Rab2 wt beads, Bodipy-GTP binding;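 active means GTP binding activity at least 20 points away from 100%, either lowered or raised; inconclusive means signal likely due to the compound's own green fluorescence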;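 further: 0% = beads with excess unlabeled GTP and 100% = no-compound control corrected for plate trend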
HRas wt GTP bind: modulators of GTP binding to HRas wildtype, primary screen, biochemical, bead-based flow cytometry, multiplex; GTPase HRas (Homo sapiens), P01112; GST-Ras wt beads, Bodipy-FL-GTP binding; actives lie on both sides; GTP binding activity, % at 10 µM; 190,000 tested, 0.14% active;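 active means GTP binding activity at least 20% away from the 100% baseline, either lowered as inhibitor or raised as activator; inconclusive means flagged as likely green fluorescent, judged across all proteins in the well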;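 further: 0% = unlabeled GTP competition control and 100% = no-compound control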
Target sequence (P01112 whole entry, looked up): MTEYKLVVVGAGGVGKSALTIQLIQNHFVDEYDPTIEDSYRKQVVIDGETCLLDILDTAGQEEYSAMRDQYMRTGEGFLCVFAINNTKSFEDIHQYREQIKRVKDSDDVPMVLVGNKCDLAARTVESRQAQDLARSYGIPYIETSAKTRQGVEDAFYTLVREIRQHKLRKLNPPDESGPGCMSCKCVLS
Rac1 wt GTP bind: wildtype Rac1 GTP binding modulators, primary screen, biochemical, GST-Rac1 beads, flow cytometry, multiplex. AID 757, 2007. GTP binding activity (% of control), % at 10 µM. fluorescent GTP binding; actives lie on both sides; 0 = cold GTP competed, 100 = untreated. 190,000 tested, 0.27% active;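 active means GTP binding activity at least 20 points away from the 100% control level, either lower or higher; inconclusive means compound flagged as likely green fluorescent, judged across all proteins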
Mcl1 Bid PPI: Mcl-1/Bid binding inhibitors, primary screen, biochemical, TR-FRET, 1536-well. Induced myeloid leukemia cell differentiation protein Mcl-1 (Homo sapiens), Q07820. TR-FRET Mcl-1/Bid-Dy647 peptide binding. inhibition, % at 21.7 µM. 220,000 tested, 0.97% active;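 active means compounds that cut the binding signal by more than half at the single screening dose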;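 further: His-tagged Mcl-1 with europium anti-His antibody binding Bid BH3 peptide; 0% = Mcl-1 plus peptide wells and 100% = peptide-only wells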
Pf gamet viab: late stage P. falciparum gametocyte viability inhibitors, primary screen, ATP luminescence, HTS; P. falciparum stage V gametocytes, 24 h; inhibition, % at 10.9 µM; 150,000 tested, 0.065% active; AID 743093, 2013;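 active means inhibition above the mean plus 3 SD of compounds within the control limits, set per campaign, cut at about 38% in these data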;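 further: 0% = DMSO wells and 100% = medium only without gametocytes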
* hit, by the source's call; ? = inconclusive; / = not tested or not shown.

SMILES	Avidin bead fluor	Cdc42 wt GTP	Mcl-1 Bim block	Rac1 act GTP bind	Mcl1-Noxa inh	Rab7 wt GTP bind	Rab2A wt mod	HRas wt GTP bind	Rac1 wt GTP bind	Mcl1 Bid PPI	Pf gamet viab
CCN(CC)S(=O)(=O)c1cc(NS(=O)(=O)c2cc(Cl)ccc2Cl)ccc1C	15	99	-4	99	-4	94	98	99	99	-11	-19
O=C(O)c1cccc(-n2cnnn2)c1	37	104	0	98	19	98	100	99	103	10	12
Cc1cc(C)nc(SCC(=O)Nc2ccccc2[N+](=O)[O-])n1	8	99	0	98	26	94	99	98	99	-19	/
O=C(N/N=C/c1ccc(Cl)cc1Cl)c1n[nH]c2c1CCCC2	16	102	-5	101	15	97	99	99	101	13	/
O=C(Nc1cccc2ncccc12)C(c1ccccc1)c1ccccc1	9	96	-1	98	-4	97	96	98	97	-24	/
COc1ccc(S(=O)(=O)N(CCCN2CCCC2=O)Cc2cc3c(C)ccc(C)c3[nH]c2=O)cc1	35	?	0	?	7	?	?	?	?	8	-7
CCOC(=O)Cc1csc(NC(=O)Nc2ccccc2)n1	5	102	0	98	-6	97	100	103	107	-18	/
CCN(CC(=O)NC(C)C)C(=O)CCNC(=O)c1ccc(Cl)cc1	15	101	-2	96	20	96	97	100	99	-6	-22
CCOC(=O)Cc1csc(N/C(=N/S(=O)(=O)c2ccc(F)cc2F)c2ccccc2)n1	12	101	0	98	1	102	98	99	100	14	20
O=C(Nc1ccccc1O)c1ccc(Cl)cc1	13	99	0	97	2	98	99	98	99	-20	-35
Cc1nc2sc(C(c3cccs3)N3CCN(c4cccc(Cl)c4)CC3)c(O)n2n1 (centres undefined)	7	102	1	99	9	99	102	99	105	-23	/
FCCCOc1ccc(-c2nccc(-c3ccc(Cl)cc3)n2)cc1	14	95	-3	91	13	91	93	96	93	7	13
CCOC(=O)CSc1nc(C)cc(C)c1C#N	6	99	0	98	25	102	99	102	99	7	/
O=C(CCNC(=O)c1ccccc1Cl)Nc1ccc(S(=O)(=O)Nc2ncccn2)cc1	13	97	3	96	-11	95	96	94	98	-8	6
CCN1C(=O)/C(=C2/SC(C)=C(C)N2CC)SC1=S	43	102	-2	100	0	104	101	102	103	-24	/
O=C(/C=C/c1ccccc1)NC(=S)Nc1ccc(N2CCOCC2)cc1	21	101	-2	97	17	98	96	99	99	-50	/
Cc1nc(C(=O)O)nn1-c1cc(Cl)ccc1Cl	9	104	1	98	28	106	104	101	108	-5	-5
O=[N+]([O-])c1ccc(Cc2ccncc2)cc1	22	102	1	100	12	105	102	101	98	-1	/
Cc1ccc(NC(=O)Nc2ccc3c(c2)nc(C)n3C)cc1	7	99	0	97	4	106	102	99	99	-71	9
Cc1ccc(S(=O)(=O)N(CC(=O)NCc2ccco2)Cc2ccccc2F)cc1	3	101	-3	100	1	100	100	101	102	4	/
S=C(Nc1ccccc1Oc1ccccc1)Nc1cccc(Cl)c1Cl	6	102	-3	97	-1	101	103	99	102	-59	9
NS(=O)(=O)c1ccc(CCNC(=O)NC2(C(F)(F)F)Oc3ccccc3O2)cc1	32	102	2	98	-16	97	99	100	101	-8	/
O=C(Cn1c(=O)n(CC2CCCO2)c(=O)c2ccccc21)c1ccccc1 (centres undefined)	5	99	2	97	1	98	98	98	99	-19	-4
NC(=NCCc1c[nH]c2ccccc12)NS(=O)(=O)c1ccc2ccccc2c1	9	97	-7	100	-2	99	100	99	100	-31	-25
O=[N+]([O-])c1ccccc1-c1cc(-c2cc(Cl)ccc2O)n[nH]1	14	98	0	97	27	97	97	98	99	9	-2
O=C(O)COc1c(Cl)cc(/C=C2\NC(=O)NC2=O)cc1Br	5	91	0	92	14	96	94	92	95	5	4
Cc1ccc(-c2nn(-c3ccccc3)cc2CN(Cc2ccccc2)C(=O)CCC(=O)O)o1	33	99	-1	96	33	97	97	99	100	-1	15
C/C(=N\NC(=S)NC(C)C)c1ccccc1OC(F)F	26	96	0	96	26	106	99	101	98	-46	/
Cn1nc(C(=O)Nc2ccc(S(=O)(=O)N3CCOCC3)cc2)c2ccccc2c1=O	8	103	2	95	14	106	94	101	97	-14	17
Cc1ccccc1-c1nc(C#N)c(NCc2ccco2)o1	12	97	-1	94	0	96	93	95	96	-41	13
COC(=O)c1sccc1NC(=S)N1CCC(C(N)=O)CC1	13	95	-2	95	-1	102	98	96	93	-33	21
CCN(CC)S(=O)(=O)c1ccc(NC(=O)C(OC)c2ccccc2)cc1 (centres undefined)	/	105	-1	101	-5	102	101	103	111	-19	19
CN(C(=O)Nc1ccc(S(=O)(=O)N(C)C)cc1)C1CCCCC1	14	100	0	99	10	102	100	101	101	-17	-4
Cc1cccc(NC(=O)c2ccccc2NC(=O)C(C)(C)C)n1	/	99	0	96	2	96	97	97	99	-37	/
O=C(Cc1ccccc1)Nc1ccccc1N1CCOCC1	11	101	-2	99	5	102	100	100	101	-28	7
CC(=O)N1CCN(CC(O)COc2ccc(OCc3ccccc3)cc2)CC1 (centres undefined)	14	106	-3	100	-1	98	101	103	105	2	9
FC(F)(F)C1=CC(c2ccc(Cl)cc2)=NCCN1	14	101	-7	98	3	98	99	103	105	-1	19
COCCCn1c2nc3ccccc3nc2c2c(=O)n(Cc3ccc(Cl)cc3)cnc21	14	110	0	101	15	107	102	109	107	17	-18
Cc1c(NC(=O)CSc2nc(-c3ccco3)cc(C(F)(F)F)n2)c(=O)n(-c2ccccc2)n1C	38	99	-2	98	23	96	97	97	99	-17	/
Nc1ccc2nc(N3CCOCC3)sc2c1	9	95	-2	96	20	102	98	98	96	-46	-2
Cc1cc([N+](=O)[O-])nn1CCCC(=O)Nc1ccc(Cl)cc1Cl	8	95	-4	93	-8	100	98	97	94	-16	-9
CC(CC(=O)O)CC(=O)Nc1cc([N+](=O)[O-])ccc1O (centres undefined)	11	97	-1	95	21	98	98	96	101	-27	-16
CN(Cc1ccccc1)C(=O)C1CCCN(Cc2cccc(Cl)c2)C1 (centres undefined)	22	99	0	96	20	99	100	101	102	8	24
COc1ccccc1C(=O)N1CCN=C1c1ccccc1	8	103	1	101	-9	97	101	100	106	4	/
COc1ccc(/C=N/Nc2c(Cl)cc(Cl)cc2Cl)cc1CN1CCOCC1	11	99	-6	98	-1	99	99	98	100	-5	1
Cc1nc(SCC(=O)c2c[nH]c3ccccc23)n[nH]1	10	107	-2	102	18	100	105	105	108	-34	11
COc1ccc(-c2csc3ncnc(Oc4cccc5ccc(C)nc45)c23)cc1	14	99	-2	101	-36	99	101	99	103	-23	14
COC(=O)c1ccc(CSc2nnc(-c3ccncc3)o2)o1	16	100	-4	99	-12	101	101	102	106	-3	-11
COc1ccc(-c2nc(C)c(C(C)=O)n2O)cc1[N+](=O)[O-]	26	92	-22	93	22	96	93	92	94	-16	/
Cc1ccc2nc(C3CCN(CC(=O)Nc4ccc5c(c4)OCCO5)CC3)[nH]c2c1	10	98	-4	97	10	94	95	94	96	-36	/
CCCS(=O)(=O)N1CCC(C(=O)NCCCOCC)CC1	38	104	-2	97	-12	99	99	100	104	1	/
C/C(=N\NC(=O)c1cccs1)c1ccc2c(c1)OCO2	9	90	-2	93	6	98	92	93	94	-22	-11
CCC(=O)NNc1nc2c(C)cccc2s1	13	98	2	95	14	99	98	96	100	2	12
Cc1cc2nnc(SCC(=O)NCc3cccs3)n2c2ccccc12	15	101	-6	99	11	104	102	100	102	-7	-2
CNc1nc2c3ccccc3n(C(C)=O)c2s1	25	101	0	96	14	103	100	100	102	-68	-22
Cc1ccc2[nH]ccc(=O)c2c1	11	105	-2	98	-6	99	100	101	104	-1	/
COc1cccc(NC(=O)Cn2c(=O)n(-c3cc(OC)c(OC)c(OC)c3)c(=O)c3ccccc32)c1	15	98	0	99	-14	98	97	95	99	50	7
O=C(O)c1ccc2c(c1)CC(c1ccccc1)OC2=O (centres undefined)	25	104	-4	100	-1	96	97	100	103	-18	1
N#C/C(=N\Nc1ccc(Cl)cc1)C(=N)N1CCCCC1	30	97	0	94	16	97	94	97	95	-87	-25
CCn1c(SCc2nc(CC(=O)Nc3ccccc3OC)no2)nnc1-c1cccs1	10	98	0	95	-16	96	95	98	98	-59	-4
(continued)
SMILES	Avidin bead fluor	Cdc42 wt GTP	Mcl-1 Bim block	Rac1 act GTP bind	Mcl1-Noxa inh	Rab7 wt GTP bind	Rab2A wt mod	HRas wt GTP bind	Rac1 wt GTP bind	Mcl1 Bid PPI	Pf gamet viab
CCOC(=O)C1=C(c2ccccc2)N(C)C(=O)NC1c1ccc(O)c(OC)c1 (centres undefined)	33	102	0	98	-8	99	99	100	101	-23	10
O=C(COC(=O)C1CCCN1C(=O)c1cccs1)c1ccccc1 (centres undefined)	7	100	3	98	4	100	98	102	104	-21	/
CCc1nnc(NC(=O)CSc2nnc(-c3c[nH]c4ccccc34)n2CC)s1	24	103	-2	100	11	104	100	102	108	0	6
Cc1nc(-c2coc3cc(C)c(N=O)c(O)c3/c2=N\N)cs1	19	93	-5	94	31	99	97	97	96	7	/
CCOC(=O)C1=C(C)NC(C)=C(C(=O)OCC)C1c1ccc(O)cc1	9	95	0	94	3	94	93	92	90	-35	-25
COc1ccc(C(=O)CSc2n[nH]c(C)n2)cc1[N+](=O)[O-]	14	98	0	95	-2	97	95	98	95	-19	-24
C/C(=N\NC(=O)CSc1nc(C)cc(C)n1)c1ccc2c(c1)OCCO2	23	95	3	94	7	95	94	96	95	-13	-17
O=C(NCCN1CCOCC1)c1cc(Cl)ccc1[N+](=O)[O-]	11	101	73*	101	7	98	100	99	103	5	-6
COc1cc(C(=S)N2CCC(C(N)=O)CC2)ccc1O	6	105	-9	102	5	100	103	102	105	8	/
Cn1nc(C(F)(F)F)c(C#N)c1N1CCN(c2ccccc2)CC1	9	100	0	99	13	99	98	99	103	-13	/
